Assay outcomes: PubChem, several laboratories
RPL19A TOR yeast: RPL19A-GFP expression modulators in yeast, primary screen, cell-based, S. cerevisiae, multiplex flow cytometry, MLPCN; AID 2025, 2009; S. cerevisiae RPL19A-GFP strain, 3 h; hits give low values; percent response vs DMSO, % at 10 µM; hit rate 0.3% among 330,000;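 active means percent response vs DMSO below 50%; inconclusive means fewer than 70 events counted for the yeast strain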;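 further: median channel GFP fluorescence of the barcoded RPL19A-GFP strain; ratio of sample median GFP to plate DMSO average so 100% = DMSO; lower means less RPL19A-GFP as with rapamycin TOR inhibition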
AGP1 TOR yeast: modulators of AGP1-GFP expression in yeast TOR pathway, primary screen, cell-based, multiplex flow cytometry, S. cerevisiae, MLPCN library. hit rate 0.02% among 320,000. 3 h; GFP as percent of DMSO wells. AID 2066, 2009. GFP response vs DMSO, % at 10 µM;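 active means GFP response relative to DMSO above a set limit, near screen average plus 3 SD, cut at about 150% in these data; inconclusive means fewer than 70 cells counted for the yeast strain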;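 further: median GFP channel fluorescence of the gated AGP1 strain per well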
MEP2 TOR yeast: modulators of MEP2-GFP levels in yeast, primary screen, S. cerevisiae, multiplex flow cytometry, MLPCN library. hit rate 0.51% among 330,000. AID 2016, 2009. S. cerevisiae MEP2-GFP strain, 3 h; 100% = DMSO control level. GFP response vs DMSO, % at 10 µM;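 active means GFP response versus DMSO above a set limit, roughly screen mean plus 3 SD, cut at about 180% in these data; inconclusive means fewer than 70 cells counted for a yeast strain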;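 further: median GFP fluorescence of the barcode-gated MEP2-GFP cells per well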
CIT2 TOR yeast: modulators of CIT2-GFP expression in yeast, primary screen, S. cerevisiae, GFP fusion, multiplex flow cytometry, MLPCN library; hit rate 0.065% among 320,000; GFP response vs DMSO, % at 10 µM; AID 2029, 2009; S. cerevisiae CIT2-GFP strain, 3 h; 100 means same as DMSO wells;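 active means GFP response relative to DMSO above a set limit, near the screen mean plus 3 SD, cut at about 150% in these data; inconclusive means Fewer than 70 cells measured for a yeast strain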;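 further: ratio of well median GFP fluorescence to mean of DMSO wells on the plate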
VLA-4 inh: inhibition in human VLA-4 binding assay, primary screen, VLA-4 allosteric modulator project, MLPCN library, flow cytometry, VLA-4 expressing cells | Integrin alpha-4 (Homo sapiens), P13612 | ligand binding flow cytometry | inhibition, % (about 7 µM as worked out from the volumes in the protocol) | hit rate 0.2% among 330,000 | AID 2557, 2010; in the data active means inhibition above about 50%
LAP4 TOR yeast: modulators of LAP4-GFP expression in yeast, primary screen, S. cerevisiae, multiplex flow cytometry, MLPCN library. 3 h; median GFP as percent of DMSO wells. GFP response vs DMSO, % at 10 µM. hit rate 0.34% among 320,000. AID 2023, 2009;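 active means GFP response vs DMSO above a set limit, about the screen mean plus 3 SD, cut at about 150% in these data; inconclusive means under 70 cell events counted for the yeast strain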
GRK2 aptamer HTS: compounds blocking aptamer binding on GRK2 – biochemical, human GRK2, bead flow cytometry, HTS, primary screen. Beta-adrenergic receptor kinase 1 (Homo sapiens), P25098. FAM-aptamer displacement from GRK2. inhibition of aptamer binding, % at 10 µM. hit rate 0.59% among 330,000;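 active means inhibition of aptamer binding above 40%, roughly 3 SD of noise, on plates passing a quality check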;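 further: median bead fluorescence of bound FAM aptamer so fluorescent compounds give negative values; no value below 0 was filed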
Target sequence (P25098 whole entry, looked up): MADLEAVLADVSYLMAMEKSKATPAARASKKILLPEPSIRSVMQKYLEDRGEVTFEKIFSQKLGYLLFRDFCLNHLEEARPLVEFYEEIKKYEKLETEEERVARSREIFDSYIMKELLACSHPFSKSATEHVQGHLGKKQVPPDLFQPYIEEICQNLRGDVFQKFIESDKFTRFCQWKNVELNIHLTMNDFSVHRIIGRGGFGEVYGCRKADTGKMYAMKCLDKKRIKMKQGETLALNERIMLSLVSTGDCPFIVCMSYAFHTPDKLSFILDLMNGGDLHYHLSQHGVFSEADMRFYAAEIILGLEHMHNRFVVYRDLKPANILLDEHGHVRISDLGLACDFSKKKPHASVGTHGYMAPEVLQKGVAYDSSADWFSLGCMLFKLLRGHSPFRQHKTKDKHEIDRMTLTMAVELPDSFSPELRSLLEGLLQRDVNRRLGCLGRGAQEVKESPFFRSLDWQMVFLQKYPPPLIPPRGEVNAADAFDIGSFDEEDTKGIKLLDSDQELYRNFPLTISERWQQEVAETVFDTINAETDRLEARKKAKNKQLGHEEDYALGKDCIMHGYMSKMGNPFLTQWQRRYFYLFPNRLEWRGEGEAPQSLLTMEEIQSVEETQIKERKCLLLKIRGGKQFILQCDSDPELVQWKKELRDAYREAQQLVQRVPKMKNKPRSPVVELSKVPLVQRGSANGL
GASC-1 inh: inhibitors of GASC-1 histone demethylase, primary screen, biochemical, fluorescence, DELFIA europium; Lysine-specific demethylase 4C (Homo sapiens), Q9H3R0; GST-JMJD2C(1-420) H3K9me3 demethylation; inhibition, % at 2.35 µM; hit rate 0.069% among 330,000; AID 2099, 2009;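 active means more than half of a compound's replicate wells show inhibition beyond 50%, single wells judged on their own value; inconclusive means some, but no more than half, of replicates pass 50% inhibition; inactive means no replicate passes 50% inhibition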;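 further: signal counts dimethyl H3K9 product captured on neutravidin plate; 0% = median of DMSO wells and 100% = 0.3 times that DMSO median; strong numbers were not always called active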
Target sequence (Q9H3R0 1-420 limits assumed): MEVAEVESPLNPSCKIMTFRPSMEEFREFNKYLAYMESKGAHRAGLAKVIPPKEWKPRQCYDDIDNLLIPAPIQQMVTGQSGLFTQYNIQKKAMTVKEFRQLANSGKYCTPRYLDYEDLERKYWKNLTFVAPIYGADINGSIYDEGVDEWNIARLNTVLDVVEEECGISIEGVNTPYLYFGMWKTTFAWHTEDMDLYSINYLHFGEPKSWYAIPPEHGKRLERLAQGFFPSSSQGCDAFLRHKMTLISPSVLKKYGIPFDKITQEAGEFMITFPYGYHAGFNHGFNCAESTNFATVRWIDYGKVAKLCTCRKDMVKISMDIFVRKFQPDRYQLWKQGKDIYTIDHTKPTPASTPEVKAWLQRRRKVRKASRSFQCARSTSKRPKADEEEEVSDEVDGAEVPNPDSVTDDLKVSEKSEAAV
The depositor's hits bear a star; i = inactive; ? = inconclusive; · = not tested or not shown; & = joins results of further samples; [ ] = remark or other dose.

SMILES	RPL19A TOR yeast	AGP1 TOR yeast	MEP2 TOR yeast	CIT2 TOR yeast	VLA-4 inh	LAP4 TOR yeast	GRK2 aptamer HTS	GASC-1 inh
O=S(=O)(c1ccc(-c2ccccc2)cc1)N1CCOCC1	97	98	102	98	3	101	0	-1
COc1ccccc1C(=O)C1CCCN(C(=O)c2ccc3c(c2)OCCO3)C1 (centres undefined)	100	106	104	109	11	108	0	-11
CCOc1ccc2c(c1)nc(SCC(=O)c1ccc(Br)s1)n2C	96	94	100	88	2	110	0	7
Cc1nc(SCC(=O)Nc2c(C)n(C)n(-c3ccccc3)c2=O)[nH]c(=O)c1C	114	89	99	88	4	83	0	5
O=C(COC(=O)c1ccccc1)Nc1cc(Cl)ccc1Oc1ccccc1	120	110	124	114	-1	108	2	-1
CC(C)CN(C(=O)CCNC(=O)c1ccccc1Cl)C1CCS(=O)(=O)C1 (centres undefined)	96	107	104	98	-2	110	0	4
Cc1ccc(S(=O)(=O)c2nc(S(C)(=O)=O)sc2N2CC(C)OC(C)C2)cc1 (centres undefined)	90	94	90	101	18	90	1	2
COc1cc(C2=NOC(C(=O)Nc3ccc(C)cc3)C2)cc(OC)c1OC (centres undefined)	97	99	96	97	8	100	1	-6
O=C(CN1CCN(Cc2ccccc2)CC1)N1CCCc2ccccc21	101	105	107	118	-5	99	28	-7
Cc1cc(C(=O)NP(=O)(N2CCOCC2)N2CCOCC2)c(C)n1-c1ccc(Br)cc1	106	96	101	100	-10	87	5	-8
CCN(CC)c1ccc(NC(=O)CSc2nc3nc(C)cc(C)c3c(=O)[nH]2)cc1	101	108	95	94	-32	101	1	7
CCCSc1nc(C)c(CC(=O)O)c(=O)[nH]1	94	100	106	110	3	101	1	-4
O=C(O)CN=CC1=C(O)CC(c2ccccc2)CC1=O (centres undefined)	105	99	101	103	15	90	0	-1
COc1ccc(C2C(C(N)=O)=C(C)Nc3nc(-c4ccccc4OC)nn32)cc1OC (centres undefined)	97	103	103	102	-4	87	0	-8
Cc1ccc(NC(=O)c2cc(C(C)(C)C)nn2Cc2ccccc2)cc1	97	86	92	86	-6	91	0	2
COc1ccccc1N/C(=N/S(=O)(=O)c1ccc(C)cc1)c1ccc(Cl)cc1	99	98	98	103	-12	101	3	181
COc1ccc(S(=O)(=O)N2CCC(n3cnc4cc(C(F)(F)F)ccc43)CC2)cc1	98	97	113	97	i	113	5	-4
COc1cccc(C2CC(c3cccs3)=NN2C(=O)CSC2=NCCS2)c1OC (centres undefined)	?	?	68[may fluoresce red and violet]	?	-9	?	0	0
CCCCCn1c(C(C)NC(=O)CCC)nc2ccccc21 (centres undefined)	98	100	105	96	8	107	0	-2
CCCS(=O)(=O)c1c(S(=O)(=O)CCC)c2c(N)cccn2c1C(=O)c1ccc(OC)cc1	92	92	94	91	-26	97	5	3

Quoted at random: 2 records from the list, in no set order.
SMILES	RPL19A TOR yeast	AGP1 TOR yeast	MEP2 TOR yeast	CIT2 TOR yeast	VLA-4 inh	LAP4 TOR yeast	GRK2 aptamer HTS	GASC-1 inh
Cc1cc(C(=O)NP(=O)(N2CCOCC2)N2CCOCC2)c(C)n1-c1ccc(Br)cc1	106	96	101	100	-10	87	5	-8
Cc1ccc(NC(=O)c2cc(C(C)(C)C)nn2Cc2ccccc2)cc1	97	86	92	86	-6	91	0	2

By substructure, those above with a COOH group (two)
SMILES	RPL19A TOR yeast	AGP1 TOR yeast	MEP2 TOR yeast	CIT2 TOR yeast	VLA-4 inh	LAP4 TOR yeast	GRK2 aptamer HTS	GASC-1 inh
CCCSc1nc(C)c(CC(=O)O)c(=O)[nH]1	94	100	106	110	3	101	1	-4
O=C(O)CN=CC1=C(O)CC(c2ccccc2)CC1=O (centres undefined)	105	99	101	103	15	90	0	-1

Remaining list, next part
SMILES	RPL19A TOR yeast	AGP1 TOR yeast	MEP2 TOR yeast	CIT2 TOR yeast	VLA-4 inh	LAP4 TOR yeast	GRK2 aptamer HTS	GASC-1 inh
CC(C)(C)C(=O)NC(=S)Nc1ccccc1N1CCCC1	98	87	94	102	6	80	0	-4
COc1ccc([C@H]2CC(=O)C=C(c3cccc4c3Oc3ccccc3S4)C2)cc1	99	76	96	100	29	87	2	0
CCC(C)[C@@H](N)C(=O)N/N=C/c1cccc2nccnc12 (some centres undefined)	95	98	97	98	-1	108	0	4
C=CCNC(=S)NNC(=O)c1ccc(OC(C)C)cc1	99	101	111	96	43	103	0	7
CCOc1ccc(C2=[N+]([O-])C(C)(C)N(O)C2(C)C)cc1	99	106	111	106	-43	102	4	3
O=c1c(-c2ccc(O)cc2)coc2cc(O)ccc12	100	84	95	84	-18	102	3	-6
Cc1cc(N/N=C\c2ccc(Br)cc2)nc(-n2nc(C)cc2C)n1	88	90	91	85	30	121	1	14
CCc1nc(NCCO)c(C#N)c2c1CCCC2	94	99	93	98	7	104	3	3
COc1ccc(-c2ccc([C@H]3[C@H]4C=CC[C@@H](C)[C@@H]4C(=O)N3Cc3ccccc3)c(F)c2)cc1	90	78	95	69	-1	121	0	4
Cc1ccc(S(=O)(=O)N2CCN(CC(=O)NC(=O)NCc3ccco3)CC2)cc1C	100	105	92	75	1	95	4	9
O=C(NCc1ccccn1)C1CCN(S(=O)(=O)N2CCC3(CC2)OCCO3)CC1	102	104	108	91	-7	104	0	-3
CCOCC(=O)Nc1cc(C(=O)Nc2cccc(C)c2C)ccc1Cl	94	94	103	97	-6	103	1	25
CCCCC(=O)Nc1ccccc1N1CCOCC1	98	105	95	93	-1	105	0	2
CCc1nc(C(N)=O)c2[nH]c(=O)n(-c3ccc(OC)cc3OC)c2n1	43*[may fluoresce violet]	?	339*[may fluoresce violet]	?	13	114[may fluoresce violet]	1	-6
O=C(O)c1ccc(-n2nnnc2Oc2cccc3cccnc23)cc1	101	95	101	98	0	103	0	-8
Cc1cccc(N2CC(C(=O)Nc3ccc4c(c3)OCCO4)CC2=O)c1C (centres undefined)	105	102	103	97	5	98	2	-5
O=C(NCCN1CCN(Cc2ccc([N+](=O)[O-])cc2)CC1)C(=O)Nc1ccccc1	90	94	94	91	24	96	0	13
CNS(=O)(=O)c1cc(NC(C)=O)c(C)cc1C	99	98	98	99	26	91	1	-3
O=C(N/N=C/c1ccc(OCc2cnc(Cl)s2)cc1)c1ccncc1	116	109	111	91	1	103	0	1
Cc1cc(=O)[nH]c(S)c1C#N	98	101	101	113	6	106	2	1

One compound at a time, as listed above. Order of values: RPL19A TOR yeast, AGP1 TOR yeast, MEP2 TOR yeast, CIT2 TOR yeast, VLA-4 inh, LAP4 TOR yeast, GRK2 aptamer HTS, GASC-1 inh
`CCc1nc(C(N)=O)c2[nH]c(=O)n(-c3ccc(OC)cc3OC)c2n1` in the list: 43*[may fluoresce violet], ?, 339*[may fluoresce violet], ?, 13, 114[may fluoresce violet], 1, -6
`Cc1cc(N/N=C\c2ccc(Br)cc2)nc(-n2nc(C)cc2C)n1` in the list: 88, 90, 91, 85, 30, 121, 1, 14
`Cc1cccc(N2CC(C(=O)Nc3ccc4c(c3)OCCO4)CC2=O)c1C` (centres undefined) in the list: 105, 102, 103, 97, 5, 98, 2, -5
`CCC(C)[C@@H](N)C(=O)N/N=C/c1cccc2nccnc12` (some centres undefined) in the list: 95, 98, 97, 98, -1, 108, 0, 4
`COc1ccc([C@H]2CC(=O)C=C(c3cccc4c3Oc3ccccc3S4)C2)cc1` in the list: 99, 76, 96, 100, 29, 87, 2, 0

(further entries)
SMILES	RPL19A TOR yeast	AGP1 TOR yeast	MEP2 TOR yeast	CIT2 TOR yeast	VLA-4 inh	LAP4 TOR yeast	GRK2 aptamer HTS	GASC-1 inh
CCOCCCn1c(SCC(=O)Nc2cc(C(C)(C)C)nn2-c2ccccc2)nc2ccccc2c1=O	98	96	101	111	-8	86	5	10
NS(=O)(=O)c1ccc(S(=O)(=O)N2CCN(C3CCCC3)CC2)cc1	104	95	103	98	-6	90	3	-32
CCCNC(=O)COc1ccc(-c2nn(C)c(=O)c3ccccc23)cc1	101	95	105	101	-9	89	2	4
COc1ccc(C(=O)Nc2ccc(S(=O)(=O)Nc3nccnc3OC)cc2)cc1OC	101	99	105	100	18	95	2	·
CCN(CC)c1ccc(-c2nc3cnccn3c2NC2CCCC2)cc1	101	102	108	99	-16	105	0	2
O=C(CN1CCC(c2nc3ccccc3[nH]2)CC1)NCc1ccc2c(c1)OCO2	105	108	112	107	-6	107	4	2
CCN1CCCC1CNC(=O)c1cc(N)ccc1OC (centres undefined)	98	105	98	91	0	97	0	-11
COc1cc2c(cc1OC)C(c1cc(C)ccc1C)CC(=O)N2 (centres undefined)	106	107	107	104	6	98	1	-12
CC(=O)Nc1ccc(NS(=O)(=O)c2ccc3c(c2)oc(=O)n3C)cc1	106	131	110	95	-10	84	0	-4
O=C(COc1ccc(S(=O)(=O)N2CCCC2)cc1)N1CCN(c2ccccc2F)CC1	103	103	110	106	5	98	0	11
Cc1c(Cl)cccc1NC(=S)NC1CCN(Cc2ccccc2)CC1	99	98	103	100	20	101	0	6
COc1ccc(CCNC(=O)c2cc(S(=O)(=O)N3CCOCC3)cn2C)cc1OC	98	93	101	87	0	85	1	-5
Cc1noc(C)c1C(=O)Nc1ccc2ccccc2c1	99	96	107	101	-11	108	9	38
O=C(CSc1nnc(CNC(=O)c2ccccc2)o1)Nc1nccs1	103	87	101	97	7	91	2	-4
COc1ccc(-c2cc(C(F)(F)F)c(C#N)c(SCC(=O)Nc3ccc(C)cc3)n2)cc1	104	106	107	109	7	104	5	27
CCCCOc1ccccc1C(=O)N(Cc1ccc(C)o1)C1CCS(=O)(=O)C1 (centres undefined)	99	97	95	98	-1	96	0	7
CCN1CCN(C(=O)c2ccccc2NS(=O)(=O)c2ccc(Cl)cc2)CC1	107	?	?	82	-8	89	0	-49
CCOC(=O)NC(=O)/C(C#N)=C\Nc1sccc1C(=O)OC	98	91	99	101	18	97	1	13
O=S(=O)(/N=C(/Nc1ccc(F)c(F)c1F)c1ccccc1)c1ccccc1	102	99	106	99	-4	96	0	-2
CC1CN(S(=O)(=O)c2cc(C(=O)NCCCN3CCCC3=O)ccc2Cl)CC(C)O1 (centres undefined)	94	92	92	87	16	92	1	11
Cc1ccc(S(=O)(=O)/C(C#N)=C/c2c(N3CCN(C)CC3)nc3ccccn3c2=O)cc1	99	100	97	107	-25	99	3	-18&-4
CCn1cc(CCC(=O)NC(C)c2ccccc2)c2ccccc21 (centres undefined)	102	98	112	103	7	92	1	-11
CC(=O)N1CCC2(CC1)CC(=O)c1cc(OCC(=O)N3CCOCC3)ccc1O2	99	98	104	109	-9	106	2	-14

RPL19A TOR yeast: entries above that show a hit.
SMILES	RPL19A TOR yeast	AGP1 TOR yeast	MEP2 TOR yeast	CIT2 TOR yeast	VLA-4 inh	LAP4 TOR yeast	GRK2 aptamer HTS	GASC-1 inh
CCc1nc(C(N)=O)c2[nH]c(=O)n(-c3ccc(OC)cc3OC)c2n1	43*[may fluoresce violet]	?	339*[may fluoresce violet]	?	13	114[may fluoresce violet]	1	-6
